BioA inh: BioA (M. tuberculosis) enzyme inhibition. purified M. tuberculosis BioA enzyme, plate reader. inhibition, % at 9.99 µM. 360,000 tested, 0.096% active. AID 602481; in the data active = inhibition above about 40%
* = called active by the depositor; & = joins results of further samples. A portion of the library; the hit share may differ from the screen's.

mol	BioA inh
CCCC(=O)Nc1ccc2c(c1)C(=O)N(C)C[C@H](OC)[C@@H](C)CN(C)[C@H](C)CO2	0.0
CO[C@@H]1CN(C)C(=O)c2ccc(NC(=O)Nc3ccc(C(F)(F)F)cc3)cc2OC[C@H](C)NC[C@H]1C	0.8
C[C@@H]1CN([C@H](C)CO)S(=O)(=O)c2ccc(-c3ccccc3F)cc2O[C@@H]1CN(C)CC1CC1	1.5
CO[C@@H](CN(C)C(=O)c1ccc2c(c1)OCO2)[C@H](C)CN([C@@H](C)CO)S(=O)(=O)c1ccc(Cl)cc1	2.0
C[C@H](CO)N1C[C@H](C)[C@H](CN(C)S(=O)(=O)c2cn(C)cn2)Oc2ccc(NC(=O)Cn3cnnn3)cc2CC1=O	-1.9
C[C@@H](O)C#Cc1cnc2c(c1)C(=O)N([C@@H](C)CO)C[C@H](C)[C@@H](CN(C)C(=O)Cc1ccncc1)O2	-2.3
C[C@@H]1CCCCO[C@H](CN(C)C(=O)Nc2ccc(C(F)(F)F)cc2)[C@@H](C)CN([C@H](C)CO)C(=O)c2cc(NC(=O)Nc3ccccc3)ccc2O1	-1.9
C[C@H]1CN([C@@H](C)CO)C(=O)c2c(c3ccccc3n2C)-c2ccccc2CO[C@H]1CN(C)Cc1ccncc1	2.3
COCc1cn(CC[C@@H]2CC[C@@H](NC(=O)Nc3ccc(OC)cc3)[C@H](CO)O2)nn1	-2.5
COc1ccc(CN(C)C[C@H]2OCCCC[C@H](C)Oc3ccc(NS(=O)(=O)c4ccccc4)cc3C(=O)N([C@@H](C)CO)C[C@@H]2C)cc1	0.1
C[C@@H]1CN([C@@H](C)CO)S(=O)(=O)c2ccc(C3=CCCC3)cc2O[C@H]1CN(C)C(=O)C1CCOCC1	-3.8
COc1ccc(S(=O)(=O)N(C)C[C@H]2Oc3ccc(NC(=O)NC(C)C)cc3C(=O)N([C@@H](C)CO)C[C@@H]2C)cc1	-0.7
C[C@@H]1CN([C@H](C)CO)C(=O)c2cc(C#Cc3ccccn3)cnc2O[C@@H]1CN(C)Cc1ccccc1	-1.0
CCC(=O)Nc1ccc2c(c1)OC[C@H](C)N(Cc1ccccn1)C[C@H](C)[C@H](OC)CN(C)C2=O	-0.1
CC(C)NC(=O)N(C)C[C@H]1OCCCC[C@@H](C)Oc2ccc(NC(=O)CCC(F)(F)F)cc2C(=O)N([C@@H](C)CO)C[C@@H]1C	-1.4

Going on with the list:
mol	BioA inh
Cc1noc(C)c1S(=O)(=O)N(C)C[C@@H]1Oc2ccc(NC(=O)C3CC3)cc2CC(=O)N([C@H](C)CO)C[C@H]1C	-1.2
C[C@H]1CN([C@@H](C)CO)C(=O)c2cccc(NS(=O)(=O)c3cn(C)cn3)c2O[C@@H]1CN(C)CC1CCCCC1	2.5
O=C(C[C@@H]1C=C[C@@H](NS(=O)(=O)c2ccccc2)[C@H](CO)O1)NCCN1CCCCC1	-1.3
C[C@@H]1CN([C@H](C)CO)C(=O)c2cccc(NS(=O)(=O)c3cn(C)cn3)c2O[C@@H]1CN(C)Cc1ccc(Oc2ccccc2)cc1	0.2
O=C(Nc1cc(F)ccc1F)N1C[C@H]2[C@@H](c3ccccc31)[C@H](CO)N2Cc1cccnc1	-5.0
COc1ccc(C#Cc2ccc([C@@H]3[C@H](CO)N4CCCCN(C(=O)Cc5ccncc5)C[C@@H]34)cc2)cc1	1.6
C[C@H]1CN([C@@H](C)CO)C(=O)c2cc(NC(=O)Nc3ccc(F)cc3)ccc2O[C@@H]1CN(C)Cc1ccc(Oc2ccccc2)cc1	-1.1
CCCN(C)C[C@@H]1OCCCC[C@@H](C)Oc2ccc(NC(=O)CCC(F)(F)F)cc2C(=O)N([C@H](C)CO)C[C@@H]1C	-2.4
C[C@@H]1CCCCO[C@H](CN(C)S(C)(=O)=O)[C@@H](C)CN([C@H](C)CO)C(=O)c2cc(NC(=O)C3CCCCC3)ccc2O1	14.3
C/C=C/c1cnc2c(c1)C(=O)N([C@@H](C)CO)C[C@@H](C)[C@@H](CN(C)C(=O)c1cnccn1)O2	2.8
O=C(c1cccc(F)c1)N1CCCCN2[C@H](C1)[C@@H](c1ccc(-c3cccnc3)cc1)[C@@H]2CO	5.0
CCCC(=O)Nc1ccc2c(c1)OC[C@H](C)N(Cc1ccccc1)C[C@@H](C)[C@@H](OC)CN(C)C2=O	3.3
C[C@@H]1CCCCO[C@H](CN(C)S(=O)(=O)c2ccccc2)[C@@H](C)CN([C@H](C)CO)C(=O)c2cc(NC(=O)Nc3cccc4ccccc34)ccc2O1	-4.5
C[C@@H]1CCCCO[C@H](CN(C)CC2CCCCC2)[C@H](C)CN([C@@H](C)CO)C(=O)c2cc(NC(=O)c3ccncc3)ccc2O1	2.5
O=C(N[C@@H]1CC[C@H](CCn2cc(-c3ccccc3)nn2)O[C@H]1CO)c1cnccn1	-1.2

The results go on.
mol	BioA inh
C[C@@H]1CN([C@@H](C)CO)C(=O)c2cccc(NC(=O)Nc3ccc4c(c3)OCO4)c2O[C@H]1CN(C)C(=O)Nc1ccccc1	-3.0
C[C@@H]1CN([C@@H](C)CO)C(=O)c2cc(NC(=O)Nc3ccc(C(F)(F)F)cc3)ccc2O[C@@H]1CN(C)Cc1ccc(Cl)c(Cl)c1	-0.4
COc1ccc(S(=O)(=O)Nc2ccc3c(c2)CC(=O)N([C@H](C)CO)C[C@@H](C)[C@@H](CN(C)S(=O)(=O)c2c(C)noc2C)O3)cc1	18.3
C[C@H]1CCCCO[C@H](CN(C)S(=O)(=O)c2ccc(F)cc2)[C@@H](C)CN([C@@H](C)CO)C(=O)c2cc(NC(=O)Nc3ccc4c(c3)OCO4)ccc2O1	-2.6
CCNC(=O)[C@@H]1[C@@H](CO)[C@@H]2Cn3c(ccc(C4=CCCC4)c3=O)[C@H]1N2Cc1ccccc1	-0.6
COc1ccc(S(=O)(=O)Nc2ccc3c(c2)C(=O)N([C@H](C)CO)C[C@@H](C)[C@@H](CN(C)S(=O)(=O)c2c(C)noc2C)OCCCC[C@H](C)O3)cc1	-0.6
CO[C@@H]1CN(C)C(=O)c2cc(NC(=O)C3CCC3)ccc2OC[C@@H](C)N(C(=O)c2ccccc2)C[C@H]1C	-1.0
COCC(=O)Nc1ccc2c(c1)C(=O)N(C)[C@H]1CC[C@H](CC(=O)NCc3ccc(OC)cc3)O[C@@H]1CO2	-0.7
CC(C)NC(=O)Nc1ccc2c(c1)C(=O)N([C@H](C)CO)C[C@H](C)[C@@H](CN(C)S(=O)(=O)c1ccccc1)OCCCC[C@H](C)O2	-0.8
CCNC(=O)C[C@@H]1CC[C@H](NC(=O)C2CCC2)[C@@H](CO)O1	0.9
C/C=C/c1cnc2c(c1)C(=O)N([C@H](C)CO)C[C@H](C)[C@@H](CN(C)Cc1cncnc1)O2	-1.0
C[C@@H]1CN([C@@H](C)CO)C(=O)c2cc(NC(=O)Nc3ccc(C(F)(F)F)cc3)ccc2O[C@@H](C)CCCCO[C@@H]1CN(C)C	1.7
COCC(=O)N(C)C[C@H]1Oc2ncc(-c3ccccc3F)cc2C(=O)N([C@@H](C)CO)C[C@@H]1C	3.0
C[C@@H]1CN([C@@H](C)CO)C(=O)c2cccc(NC(=O)C3CCOCC3)c2O[C@@H]1CN(C)Cc1ccc(Oc2ccccc2)cc1	-1.9
Cc1ccc(S(=O)(=O)Nc2ccc3c(c2)CC(=O)N([C@H](C)CO)C[C@H](C)[C@@H](CN(C)C(=O)NC2CCCCC2)O3)cc1	-1.3

Ordered by molar mass (ascending): part of the list above
mol	BioA inh
C[C@@H](O)C#Cc1cnc2c(c1)C(=O)N([C@@H](C)CO)C[C@H](C)[C@@H](CN(C)C(=O)Cc1ccncc1)O2	-2.3
C[C@@H]1CN([C@H](C)CO)C(=O)c2cc(C#Cc3ccccn3)cnc2O[C@@H]1CN(C)Cc1ccccc1	-1.0
CO[C@@H]1CN(C)C(=O)c2cc(NC(=O)C3CCC3)ccc2OC[C@@H](C)N(C(=O)c2ccccc2)C[C@H]1C	-1.0
CO[C@@H]1CN(C)C(=O)c2ccc(NC(=O)Nc3ccc(C(F)(F)F)cc3)cc2OC[C@H](C)NC[C@H]1C	0.8
Cc1noc(C)c1S(=O)(=O)N(C)C[C@@H]1Oc2ccc(NC(=O)C3CC3)cc2CC(=O)N([C@H](C)CO)C[C@H]1C	-1.2
C[C@@H]1CCCCO[C@H](CN(C)S(C)(=O)=O)[C@@H](C)CN([C@H](C)CO)C(=O)c2cc(NC(=O)C3CCCCC3)ccc2O1	14.3
CC(C)NC(=O)N(C)C[C@H]1OCCCC[C@@H](C)Oc2ccc(NC(=O)CCC(F)(F)F)cc2C(=O)N([C@@H](C)CO)C[C@@H]1C	-1.4
CC(C)NC(=O)Nc1ccc2c(c1)C(=O)N([C@H](C)CO)C[C@H](C)[C@@H](CN(C)S(=O)(=O)c1ccccc1)OCCCC[C@H](C)O2	-0.8
COc1ccc(S(=O)(=O)Nc2ccc3c(c2)CC(=O)N([C@H](C)CO)C[C@@H](C)[C@@H](CN(C)S(=O)(=O)c2c(C)noc2C)O3)cc1	18.3
C[C@@H]1CCCCO[C@H](CN(C)C(=O)Nc2ccc(C(F)(F)F)cc2)[C@@H](C)CN([C@H](C)CO)C(=O)c2cc(NC(=O)Nc3ccccc3)ccc2O1	-1.9

Next part:
structure | BioA inh
CO[C@@H]1CN(C)C(=O)c2cc(NC(=O)C3CC3)ccc2OC[C@H](C)N(Cc2ccccc2)C[C@@H]1C | 2.6
C[C@H](CO)N1C[C@H](C)[C@@H](CN(C)Cc2ccc(C(=O)Nc3ccccc3N)cc2)Oc2ccc(NC(=O)C3CCCCC3)cc2CC1=O | -10.4
CCS(=O)(=O)NCC[C@@H]1CC[C@@H](NS(=O)(=O)c2cccc(F)c2)[C@H](CO)O1 | 1.0
C[C@@H]1CN([C@H](C)CO)C(=O)c2cc(NS(=O)(=O)c3ccc(Cl)cc3)ccc2O[C@@H]1CN(C)C(=O)Nc1ccccc1 | 0.7
C[C@H]1CN([C@@H](C)CO)C(=O)c2cc(NC(=O)Nc3ccc(C(F)(F)F)cc3)ccc2O[C@H]1CN(C)S(=O)(=O)c1ccc(Cl)cc1 | -0.1
C[C@@H]1CN([C@@H](C)CO)C(=O)c2cccc(NC(=O)C3CC3)c2O[C@H]1CN(C)CC1CC1 | 6.1
O=C(C[C@H]1CC[C@H](NC(=O)C2CC2)[C@@H](CO)O1)Nc1ccccc1 | -1.0
C[C@H](NC(=O)C[C@@H]1CC[C@H](NC(=O)C2CCOCC2)[C@H](CO)O1)c1ccccc1 | 3.6
C[C@H]1CN([C@@H](C)CO)C(=O)c2cccc(NC(=O)c3ccncc3)c2O[C@@H]1CN(C)Cc1ccc(C(=O)Nc2ccccc2N)cc1 | 1.0
C[C@H](O)C#Cc1ccc2c(c1)O[C@@H](CN(C)C(=O)C1CC1)[C@@H](C)CN([C@H](C)CO)S2(=O)=O | 0.0

Continued:
structure | BioA inh
C[C@@H]1CN([C@@H](C)CO)C(=O)Cc2cc(NS(=O)(=O)c3cccs3)ccc2O[C@H]1CN(C)Cc1ccc(C(=O)Nc2ccccc2N)cc1 | 0.3
CN1CCCCN2[C@H](CO)[C@@H](c3ccc(-c4ccc(F)cc4)cc3)[C@H]2C1 | -3.1
CN(C)CC(=O)N[C@@H]1CC[C@H](CCNS(=O)(=O)c2ccccc2)O[C@@H]1CO | -2.6
COc1ccc(NC(=O)Nc2ccc3c(c2)C(=O)N([C@@H](C)CO)C[C@@H](C)[C@@H](CN(C)S(=O)(=O)c2ccccc2)OCCCC[C@@H](C)O3)cc1 | -0.8
CC(C)CC#Cc1cnc2c(c1)C(=O)N([C@@H](C)CO)C[C@H](C)[C@@H](CN(C)Cc1ccccn1)O2 | -2.8
CO[C@@H](CN(C)S(=O)(=O)c1ccc(F)cc1)[C@@H](C)CN(C(=O)Nc1ccccc1F)[C@H](C)CO | 0.6
CO[C@@H]1CC[C@@H]2CCN(C)C(=O)[C@H](C)CN(C)C(=O)c3cccc(C#N)c3OC[C@H]1O2 | 0.4
C[C@H](CO)N1C[C@H](C)[C@H](CN(C)Cc2ccc(Cl)c(Cl)c2)Oc2ccc(NC(=O)CCN3CCOCC3)cc2C1=O | -0.6
O=C(N[C@@H]1CC[C@@H](CCn2cc(-c3ccccc3F)nn2)O[C@H]1CO)c1ccc2c(c1)OCO2 | -2.4
O=C(NCc1cc(F)cc(F)c1)[C@H]1[C@H](CO)[C@H]2Cn3c(cccc3=O)[C@@H]1N2C(=O)c1cnccn1 | 1.1

Continuation:
structure | BioA inh
Cc1ccc(S(=O)(=O)N(C)C[C@@H]2Oc3ccc(NC(=O)CCC(F)(F)F)cc3CC(=O)N([C@H](C)CO)C[C@@H]2C)cc1 | -1.0
C[C@@H]1CN([C@H](C)CO)C(=O)Cc2cc(NS(C)(=O)=O)ccc2O[C@H]1CN(C)C(=O)Nc1ccccc1 | 3.6
CN1C(=O)c2cc(NC(=O)C3CCCC3)ccc2OC[C@H]2O[C@@H](CC(=O)NCC3CC3)CC[C@H]21 | 0.3
CCN1[C@@H]2c3ccc(-c4cccc(C(=O)N(C)C)c4)c(=O)n3C[C@@H]2[C@@H](CO)[C@@H]1C(=O)OC | 0.2
CCCC(=O)Nc1ccc2c(c1)C(=O)N(C)[C@H]1CC[C@@H](CC(=O)Nc3ccccc3)O[C@@H]1CO2 | 3.6
O=C(NCC[C@@H]1CC[C@H](NS(=O)(=O)c2ccc(Cl)cc2)[C@H](CO)O1)c1ccc2c(c1)OCO2 | 0.8
C[C@H](CO)N1C[C@H](C)[C@H](CN(C)Cc2ccc(C(F)(F)F)cc2)Oc2c(NC(=O)C3CC3)cccc2C1=O | -1.4
COc1ccc(CN(C)C[C@H]2Oc3ccc(NC(=O)Cc4ccccc4)cc3CC(=O)N([C@H](C)CO)C[C@H]2C)cc1 | -1.7
COCCCNC(=O)[C@]1(Cc2ccccc2CN=[N+]=[N-])N=C(c2ccc(OCCCO)cc2)O[C@@H]1c1ccccc1 | 0.1
COc1ccc(S(=O)(=O)N2C[C@H](O)COC[C@@H]3O[C@H](CC(=O)NCCN4CCCCC4)CC[C@H]32)cc1 | -2.1
C[C@H](CO)N1C[C@H](C)[C@@H](CN(C)C(=O)Nc2ccccc2)Oc2c(NS(C)(=O)=O)cccc2C1=O | -1.3&-1.7
CNC[C@H]1Oc2ccc(NC(=O)CCCN(C)C)cc2C(=O)N([C@@H](C)CO)C[C@@H]1C | -1.2
COC(=O)C[C@@H]1CC[C@@H]2[C@@H](COc3ccc(NS(=O)(=O)c4ccc(C)cc4)cc3C(=O)N2C)O1 | -2.6

Assay outcomes as filed in PubChem.
